# bIAP act – increases bovine intestinal alkaline phosphatase activity | purified bovine IAP, CDP-star luminescence, 30 min; hits give high values; fold of DMSO-control signal, blank-subtracted | activation factor at 20 µM | 0.17% of 200,000 active | AID 1016;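 active means activation factor of 2 or more at 20 µM, a signal rise over negative controls twice the positive control's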
# PPARg SRC-2 ag – agonists of SRC-2 recruitment by human PPARgamma | P37231 | PPARgamma LBD-SRC-2 recruitment, biochemical | activation, % at 8 µM | 0.34% of 200,000 active | AID 1032; in the data active means activation above about 22%;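 further: 0% = vehicle and 100% = reference agonist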
# Target sequence (P37231 whole entry, looked up, the tested form may be a part): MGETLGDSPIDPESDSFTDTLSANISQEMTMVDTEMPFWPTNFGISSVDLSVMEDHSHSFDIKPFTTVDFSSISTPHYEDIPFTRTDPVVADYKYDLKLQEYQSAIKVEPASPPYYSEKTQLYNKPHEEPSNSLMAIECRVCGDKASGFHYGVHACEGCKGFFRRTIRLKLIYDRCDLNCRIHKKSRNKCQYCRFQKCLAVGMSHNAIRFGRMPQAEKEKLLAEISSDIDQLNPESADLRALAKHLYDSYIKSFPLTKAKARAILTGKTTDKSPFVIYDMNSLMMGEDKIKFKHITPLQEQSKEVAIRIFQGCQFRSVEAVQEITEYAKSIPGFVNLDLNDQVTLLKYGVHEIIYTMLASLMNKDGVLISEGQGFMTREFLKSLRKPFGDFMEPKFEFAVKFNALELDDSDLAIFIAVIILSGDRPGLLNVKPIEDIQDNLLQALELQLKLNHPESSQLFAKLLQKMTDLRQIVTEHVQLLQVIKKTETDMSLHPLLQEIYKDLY
# bIAP inh – intestinal alkaline phosphatase (bovine) inhibition; purified bovine IAP, CDP-star luminescence, 30 min; inhibition, % at 20 µM; 190,000 tested, under 10 active;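 active means over 50% inhibition of intestinal alkaline phosphatase at 20 µM in the single-dose screen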
#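 Incubation: 30 min reaction at room temperature / Material: purified bovine intestinal alkaline phosphatase (IAP) enzyme / Input: enzyme at 1/65,000,000 dilution / Dosing: 20 µM single dose / Signal: CDP-star luminescence signal / Reagent: CDP-star chemiluminescent phosphatase substrate, 30 µM final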
# ROMK primary – human ROMK K+ channel modulation, primary screen | AID 1918 | B-score at 10 µM | P48048 | Tet-inducible ROMK, thallium flux fluorescence; actives lie on both sides | 2% of 130,000 active;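 active means signal ratio slope over the read window, or its plate-corrected B-score, at least 3 SD from the plate mean, either direction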;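 further: B-score of the F/F0 ratio slope over 7 to 12 s after thallium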
# Target sequence (P48048 whole entry, looked up): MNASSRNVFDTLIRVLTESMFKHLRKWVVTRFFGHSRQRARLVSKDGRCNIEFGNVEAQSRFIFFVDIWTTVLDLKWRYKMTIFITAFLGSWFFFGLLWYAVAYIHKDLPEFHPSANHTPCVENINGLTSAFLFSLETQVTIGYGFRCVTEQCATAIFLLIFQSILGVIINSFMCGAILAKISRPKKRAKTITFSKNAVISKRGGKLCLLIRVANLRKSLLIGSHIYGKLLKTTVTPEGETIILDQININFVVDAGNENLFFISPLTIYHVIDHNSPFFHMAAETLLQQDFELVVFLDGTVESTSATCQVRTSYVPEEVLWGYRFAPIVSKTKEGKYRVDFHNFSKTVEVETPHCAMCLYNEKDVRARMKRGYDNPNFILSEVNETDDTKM
# Redox H2O2 prof – compounds producing H2O2 with reducing agent – biochemical, NIH compound library profiling, artefact control for MLSCN library redox annotation, primary screen. DTT-dependent redox cycling H2O2, phenol red/HRP absorbance; 100% = 100 µM peroxide control, 0% = buffer. activation, % at 10 µM. 0.03% of 200,000 active. AID 878;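 active means activation of at least 50% relative to the plate's high and low controls in the primary single-dose screen; inactive means activation below 50%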;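 further: compound incubated with DTT at 0.8 mM final as the reducing agent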
# S1P3 antagonist – antagonists of human S1P3 receptor. CHO S1P3 NFAT-BLA reporter, FRET fluorescence, antagonist mode. inhibition, % at 4.98 µM. 0.27% of 170,000 active. AID 485;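 active means inhibition above the plate cutoff, the mean inhibition of test wells on that plate plus 3 SD, cut at about 28% in these data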;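 further: cells challenged with S1P at its EC80 of 0.8 µM; blue over green emission ratio from cleaved BLA substrate after 4 h stimulation; 0% = S1P-stimulated wells and 100% = unstimulated DMSO-only wells; some compounds past the cut are filed as inactive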
# PPARg SRC-3 ag – promotes SRC-3 coactivator recruitment by human PPARgamma. P37231. biochemical PPARgamma/SRC-3 coactivator recruitment assay. activation, % at 8 µM. 0.26% of 200,000 active; in the data active means activation above about 23%;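 further: 0% = DMSO and 100% = reference agonist; some compounds past the cut are filed as inactive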
# SRC2 TRFRET art – TR-FRET artefact, counter-screen to PPARgamma/SRC-2 agonist assay; hits give high values; 0.4% of 200,000 active; TR-FRET ratio at 8 µM; in the data active means TR-FRET ratio above about 2000; further: inactives centre near 1500; reference of the scale not given here
# PPARg SRC-1 ag – PPARgamma-driven SRC-1 recruitment agonism; PPARgamma-SRC-1 coactivator recruitment biochemical assay; activation, % at 8 µM; 0.41% of 200,000 active; P37231; in the data active means activation above about 19%;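 further: 0% = DMSO and 100% = reference agonist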
# L major viab – inhibitors of Leishmania major promastigote growth; Leishmania major promastigotes, resazurin fluorescence viability; inhibition, % at 10 µM; 9% of 200,000 active; AID 1063; in the data active means inhibition above about 50%;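 further: promastigotes grown with compound for 44 hours at 28 °C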
# TLR4 MyD88 comp – blocks binding of human TLR4 to MyD88; HeLa CL3-4 TLR4/MyD88 BLA complementation, FRET ratio; inhibition, % at 8.4 µM; 0.18% of 200,000 active; AID 861; in the data active means inhibition above about 25%;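 further: 0% = vehicle and 100% = reference inhibitor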
# * marks the source's active call; other numbers are inactive results; nt = not tested or not shown. Rows were taken by chance; overall some 11% were active at least once.
SMILES,bIAP act,PPARg SRC-2 ag,bIAP inh,ROMK primary,Redox H2O2 prof,S1P3 antagonist,PPARg SRC-3 ag,SRC2 TRFRET art,PPARg SRC-1 ag,L major viab,TLR4 MyD88 comp
Clc1ccc(-c2nc(Cc3ccccc3)no2)cc1,0.9,6,7,1.4,0.0,nt,7,1506,1,-2,-9
CCO[C@@H]1OC(C(=O)O)=C[C@H](c2ccc3c(c2)OCO3)[C@H]1CCCO,1,-5,0,nt,0.2,-3,0,1624,-7,0,3
CCCCNC(=O)CSc1nc2cc(OC)c(OC)cc2c(=O)n1Cc1ccc(OC)cc1,1.3,7,-25,nt,1.5,nt,15,1518,0,8,-2
CCOc1ccc2nc(NC(=O)NC3CCCCC3)sc2c1,1.1,9,-14,0.093,-0.5,10,0,1399,0,-4,7
CCOC(=O)c1ccc(NC(=O)C(C)Sc2nc(O)c(-c3ccccc3)c(=O)[nH]2)cc1 (stereo not drawn),1.1,6,-10,-0.76,0.4,1,5,1539,3,-9,8
O=C(Cc1ccccc1[N+](=O)[O-])NCc1ccco1,1.3,10,-31,0.051,0.7,-4,4,1579,2,-8,-6
CSCc1nnc(NC(=O)c2ccc(S(=O)(=O)N(C)C)cc2)o1,1,-2,-3,0.98,-1.4,2,0,1503,2,-8,-5
Cc1cc(N/C(=N\S(=O)(=O)c2ccc(F)cc2F)c2ccccc2)no1,1,-1,2,0.12,-1.6,nt,4,1489,-1,-6,6
COc1ccc(NC2=CC(c3ccc(OC)cc3)N(c3ccc(OC)cc3)C2=O)cc1 (stereo not drawn),1,4,-1,0.33,-1.6,-8,1,1578,7,0,-4
CCC(=O)NC1=C(C#N)C2(CCCC2)Cc2ccccc21,0.9,-2,9,-0.096,0.2,-2,-2,1506,-3,-1,6
CC(=O)N1CCN(C(=S)c2ccc(-c3ccc(Cl)cc3)o2)CC1,0.9,-1,8,-2.5*,-3.8,nt,2,1519,-5,0,-1
O=C1/C(=C/N(C(=O)c2ccco2)c2ccc(Cl)cc2)Sc2ccccc21,0.9,3,11,nt,0.0,15,2,1626,0,-7,-3
COc1cc(C2NC(=O)NC(O)(C(F)(F)F)C2C(C)=O)cc(OC)c1OC (stereo not drawn),1,6,-5,0.47,1.6,-14,11,1741,6,-5,1
CC(=O)Nc1nnc(SCc2ccc(F)cc2)s1,0.9,-4,6,nt,3.3,nt,-1,1536,-2,-6,12
Cc1ccc(N2CC(C(=O)Nc3ccccc3C(=O)NC3CCCCC3)CC2=O)cc1C (stereo not drawn),nt,3,nt,-1.6,0.7,nt,8,1546,-2,0,5
COC(=O)COc1cccc2c(=O)n(CC(=O)NCCc3ccc(OC)c(OC)c3)ccc12,0.7,-6,32,-0.56,0.5,-11,1,1558,-2,11,6
CCc1cc(C(=O)Cc2ccc(F)cc2)c(O)cc1O,0.9,6,9,nt,0.5,-23,-2,1570,3,2,-9
COc1ccc(-c2nnc(SC)n2C)cc1,0.9,3,9,0.57,-0.7,-12,-3,1571,4,-1,3
CCCn1c(N)c(N2CCCCC2)c(=O)n(CC(=O)Nc2ccc(OC(F)(F)F)cc2)c1=O,0.9,4,13,nt,2.5,nt,9,1709,3,-7,-16
O=C1CC(N(CCc2ccccc2)C(=S)Nc2ccccc2)C(=O)N1c1ccc(Br)cc1 (stereo not drawn),0.9,3,14,nt,0.1,15,2,1648,0,37,18
O=C(Nc1ccccc1F)Nc1ccccc1Br,1,4,-4,-2.1,0.0,0,-1,1639,3,1,-13
Cc1ccc(OCC(=O)Nc2ccc(CN3CCCCC3)cc2)c(C)c1,1.3,-4,-32,-0.94,-2.0,-2,4,1640,-5,11,9
CCOC(=O)Cc1cnc(N)s1,0.7,-12,31,-0.37,-0.4,-9,-3,1667,0,2,-11
CC(C)N(C(=O)/C=C/c1cccc([N+](=O)[O-])c1)C(C)C,1.2,2,-22,0.21,-0.3,-16,1,1474,2,-7,-3
S=C(NCc1ccc(Cl)cc1)NC1CCN(Cc2ccccc2)CC1,0.9,9,8,0.68,0.8,0,6,1643,5,80*,-14
# Further compounds:
SMILES,bIAP act,PPARg SRC-2 ag,bIAP inh,ROMK primary,Redox H2O2 prof,S1P3 antagonist,PPARg SRC-3 ag,SRC2 TRFRET art,PPARg SRC-1 ag,L major viab,TLR4 MyD88 comp
CCOc1nc(C)ccc1-c1noc(C)n1,1,3,2,0.21,1.2,-33,0,1665,2,-9,-18
Cc1ccc(N2C(=O)C3CCC(C)(C2=O)C3(C)C)cc1C (stereo not drawn),1,12,-2,-1.3,-0.2,-2,3,1535,13,1,3
O=C1N(Cc2cccc(Cl)c2)C[C@@H]2C[C@@H](c3cccc4cccnc34)N3CCC[C@@]123,1.2,-3,-18,-1.8,-1.3,-23,-5,1518,-4,39,-8
CCOc1ccc(S(=O)(=O)NCCC(=O)NCc2ccco2)cc1,0.9,-7,9,-0.49,-1.6,nt,3,1379,1,-9,2
COc1ccccc1NC(=O)CSc1nnc(COc2ccccc2OC)n1C,1.2,-3,-23,-0.016,-0.1,-3,-1,1608,-4,-5,-16
O=C1Nc2ccc(NS(=O)(=O)c3cccs3)c3cccc1c23,0.6,4,38,-1.1,-0.4,-10,1,1746,13,12,1
O=C(NCc1cccnc1)c1cc(S(=O)(=O)N2CCCCC2)ccc1Cl,0.9,1,6,nt,2.7,-12,-9,1418,-4,15,3
Cc1cccc(CSCc2ccc(C(=O)NC3CCCC3)o2)c1,0.8,-7,16,-0.15,-0.4,2,1,1398,-8,8,-1
COc1ccccc1CNc1ncnc2nc[nH]c12,1.4,7,-42,nt,0.0,-8,3,1586,14,-2,-3
Cc1sc2ncn(Cc3ccccc3F)c(=O)c2c1C,1,0,4,-0.26,-0.3,-23,-5,1491,1,6,-11
O=C(NCCc1ccncc1)Nc1ccccc1Cl,0.9,3,8,nt,1.9,-16,5,1590,2,-8,0
CS(=O)(=O)N1CCN(C(=O)c2cc(-c3cccnc3)nc3ccc(Br)cc23)CC1,1,1,3,-0.16,1.4,-14,6,1823,14,3,1
CC1CCCCN1C(=O)CSc1nnc(-c2cccnc2)n1C1CCCCC1 (stereo not drawn),1,14,0,-0.048,-1.8,14,14,1601,0,-4,-8
Cn1nccc1C(=O)N1CCc2c([nH]c3ccccc23)C1c1ccc(F)cc1 (stereo not drawn),1.2,1,-16,-0.98,-0.2,-8,-4,1487,2,27,-1
CC1Cc2ccccc2N1CC(=O)Nc1cccc(S(N)(=O)=O)c1 (stereo not drawn),1.1,2,-15,-0.83,-0.1,-19,2,1523,1,-7,4
NC(=O)c1ccc(NS(=O)(=O)c2ccccc2F)cc1,1,2,-3,nt,0.7,-16,-6,1479,0,-5,12
COc1cc(/C=C/c2nc(N)nc(-c3ccccc3O)n2)cc(OC)c1OC,0.9,5,14,0.16,0.6,1,1,1538,2,14,-2
COCC(C)n1c(C)cc(C(=O)COC(=O)c2ccc(N3CCCC3=O)cc2)c1C (stereo not drawn),1.1,3,-7,nt,0.7,-18,1,1560,3,69*,-3
CCOC(=O)c1c(C)n(C)c2ccc(O)c(CN3CCN(C)CC3)c12,1,3,1,nt,-0.8,-14,5,1568,7,-3,-3
COC(=O)c1ccc(NC(=O)c2snnc2-c2ccccc2)cc1,0.9,-8,8,-0.39,0.0,-10,0,1385,3,11,-19
COC(=O)c1cc(=O)n(Cc2ccc3c(c2)OCO3)c(=Nc2ccccc2)s1,0.9,8,9,nt,-0.8,34,8,1592,12,82*,5
O=C(NCC1CCCO1)C(c1ccncc1)N(Cc1ccc(F)cc1)C(=O)CN1C(=O)c2ccccc2S1(=O)=O (stereo not drawn),1,-4,4,0,-0.1,5,1,1395,9,-10,4
Cc1ccc(/C=C/C(=O)N2CC(C)CC(C)C2)o1 (stereo not drawn),1.1,-1,-10,nt,12,nt,-2,1603,0,-1,4
O=C(CN1CCN(c2ccccc2)CC1)N/N=C/c1cccc(F)c1,1.2,1,-18,-0.13,0.0,-7,1,1617,10,-4,-7
O=C(NCc1ccc(F)cc1)Nc1cccc(Cl)c1,0.9,2,7,-0.97,-0.5,6,4,1698,1,2,-9
# Next part.
SMILES,bIAP act,PPARg SRC-2 ag,bIAP inh,ROMK primary,Redox H2O2 prof,S1P3 antagonist,PPARg SRC-3 ag,SRC2 TRFRET art,PPARg SRC-1 ag,L major viab,TLR4 MyD88 comp
O=C(Nc1cccc(NC(=O)c2cccnc2Cl)c1)c1ccco1,1,4,2,nt,0.8,nt,-1,1579,-1,12,13
Cc1ccc(-n2ncc3c2ncn2nc(-c4ccco4)nc32)c(C)c1,1.1,0,-10,-0.1,2.2,16,0,1658,7,-2,-3
COc1ccc(C(C)(C)C)cc1NC(=O)c1ccoc1C,1,-2,-5,nt,2.1,-6,0,1386,-8,10,-9
CCOC(=O)c1cnc(-c2ccccc2)nc1C(F)(F)F,1,8,1,0.41,-1.0,1,-3,1601,5,-6,0
Cc1cc(C)n(C(=O)/C(C#N)=C/N(C)C)n1,1.1,3,-9,nt,-0.7,-2,4,1489,9,-1,-4
COc1ccc(OC)c(Nc2nc3nonc3nc2N2CCCCC2)c1,0.9,1,8,nt,-3.1,nt,0,1363,-4,-2,12
COCCN(C(=O)C1CCC1)c1nnc(-c2cccnc2)s1,1,6,-4,-0.61,4.0,nt,-4,1600,4,-7,-3
Cc1nonc1C(=O)N/N=C/c1ccncc1,1.1,8,-10,-0.29,0.0,-12,4,1582,4,-2,1
O=c1oc(-c2ccccc2[N+](=O)[O-])nc2ccccc12,1,-3,4,nt,1.7,nt,-6,1458,-3,-1,10
CCN(C(=O)Cn1nc(C(=O)O)c2ccccc2c1=O)C1CCCCC1,1,5,1,-0.26,-2.6,1,1,1570,6,-9,-9
CCc1ccc(NC(=O)C(C)Oc2nnc(-c3cccs3)c(-c3cccs3)n2)cc1 (stereo not drawn),0.9,14,15,-0.12,0.3,nt,5,1511,1,84*,1
CC(Sc1nnc(Cc2ccc3c(c2)OCO3)o1)C(N)=O (stereo not drawn),1,9,-2,1.3,-1.6,2,2,1754,2,-7,1
O=[N+]([O-])c1ccc(OCC(O)CN(CCO)CCO)cc1 (stereo not drawn),0.9,7,11,-0.11,0.2,0,1,1509,-2,46,0
COc1cc(C(=O)Nc2ccc(S(=O)(=O)N(C)c3ccccc3)cc2)cc(OC)c1OC,1.1,-4,-14,nt,0.5,7,-1,1365,-1,10,-5
O=c1sc(/C=N/Nc2ccccc2)c(Cl)n1Cc1ccccc1,0.8,5,21,0.066,0.6,-105,7,1491,6,-3,-8
Cc1nc2ncnn2c(N2CCC(C(=O)NC3CCCC3)CC2)c1Cc1ccccc1,1.1,11,-11,nt,2.5,-24,9,1585,4,10,3
C/C(=N/OC(=O)c1cccc(C(F)(F)F)c1)c1cnccn1,1,2,2,-0.062,0.0,-14,-4,1586,6,-9,-3

# Assay outcomes as filed in PubChem BioAssay.
